# Assay outcomes as filed in PubChem BioAssay.
# Vc quorum ag: quorum light induction in luxS cqsA deficient V. cholerae; V. cholerae BH1578 lux reporter, luminescence, 6 h; activation, % at 18.7 µM; 350,000 compounds, 0.16% hits; AID 588436; in the data active = activation mostly above about 9.7%, no sharp cut-off; also: not every result past the cut was called active; inactives centre near 0; reference of the scale not given here
# GDH-TPI inh: inhibits GDH-TPI coupling enzymes, artifact for Mtb FBA screen. GDH-TPI coupled enzyme counterscreen, NADH absorbance. inhibition, % at 4.8 µM. 360,000 compounds, 1.2% hits. AID 588335; in the data active = inhibition above about 30%;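 also: 0% = DMSO wells and 100% = wells lacking the enzyme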
# Mtb UGM inh: inhibitors of M. tuberculosis UDP-galactopyranose mutase; P9WIQ1; purified UGM, fluorescence polarization probe displacement; inhibition, % at 10 µM; 320,000 compounds, 0.06% hits; AID 504406; in the data active = inhibition above about 10%, passing the limit was not always enough
# FadD28 FP inh: inhibitors of Mycobacterium tuberculosis FadD28 bisubstrate binding; FadD28 bisubstrate probe binding, fluorescence polarization; inhibition, % at 12.5 µM; 360,000 compounds, 0.22% hits; AID 588549; in the data active = inhibition above about 8.5%, passing the limit was not always enough
# TcdB GH inh: inhibitors of Clostridioides difficile toxin B glycohydrolase | P18177 | TcdB glycohydrolase enzymatic assay, plate reader | inhibition, % at 9.99 µM | 350,000 compounds, 0.24% hits | AID 652162; in the data active = inhibition above about 10%
# Target sequence (P18177 whole entry, looked up): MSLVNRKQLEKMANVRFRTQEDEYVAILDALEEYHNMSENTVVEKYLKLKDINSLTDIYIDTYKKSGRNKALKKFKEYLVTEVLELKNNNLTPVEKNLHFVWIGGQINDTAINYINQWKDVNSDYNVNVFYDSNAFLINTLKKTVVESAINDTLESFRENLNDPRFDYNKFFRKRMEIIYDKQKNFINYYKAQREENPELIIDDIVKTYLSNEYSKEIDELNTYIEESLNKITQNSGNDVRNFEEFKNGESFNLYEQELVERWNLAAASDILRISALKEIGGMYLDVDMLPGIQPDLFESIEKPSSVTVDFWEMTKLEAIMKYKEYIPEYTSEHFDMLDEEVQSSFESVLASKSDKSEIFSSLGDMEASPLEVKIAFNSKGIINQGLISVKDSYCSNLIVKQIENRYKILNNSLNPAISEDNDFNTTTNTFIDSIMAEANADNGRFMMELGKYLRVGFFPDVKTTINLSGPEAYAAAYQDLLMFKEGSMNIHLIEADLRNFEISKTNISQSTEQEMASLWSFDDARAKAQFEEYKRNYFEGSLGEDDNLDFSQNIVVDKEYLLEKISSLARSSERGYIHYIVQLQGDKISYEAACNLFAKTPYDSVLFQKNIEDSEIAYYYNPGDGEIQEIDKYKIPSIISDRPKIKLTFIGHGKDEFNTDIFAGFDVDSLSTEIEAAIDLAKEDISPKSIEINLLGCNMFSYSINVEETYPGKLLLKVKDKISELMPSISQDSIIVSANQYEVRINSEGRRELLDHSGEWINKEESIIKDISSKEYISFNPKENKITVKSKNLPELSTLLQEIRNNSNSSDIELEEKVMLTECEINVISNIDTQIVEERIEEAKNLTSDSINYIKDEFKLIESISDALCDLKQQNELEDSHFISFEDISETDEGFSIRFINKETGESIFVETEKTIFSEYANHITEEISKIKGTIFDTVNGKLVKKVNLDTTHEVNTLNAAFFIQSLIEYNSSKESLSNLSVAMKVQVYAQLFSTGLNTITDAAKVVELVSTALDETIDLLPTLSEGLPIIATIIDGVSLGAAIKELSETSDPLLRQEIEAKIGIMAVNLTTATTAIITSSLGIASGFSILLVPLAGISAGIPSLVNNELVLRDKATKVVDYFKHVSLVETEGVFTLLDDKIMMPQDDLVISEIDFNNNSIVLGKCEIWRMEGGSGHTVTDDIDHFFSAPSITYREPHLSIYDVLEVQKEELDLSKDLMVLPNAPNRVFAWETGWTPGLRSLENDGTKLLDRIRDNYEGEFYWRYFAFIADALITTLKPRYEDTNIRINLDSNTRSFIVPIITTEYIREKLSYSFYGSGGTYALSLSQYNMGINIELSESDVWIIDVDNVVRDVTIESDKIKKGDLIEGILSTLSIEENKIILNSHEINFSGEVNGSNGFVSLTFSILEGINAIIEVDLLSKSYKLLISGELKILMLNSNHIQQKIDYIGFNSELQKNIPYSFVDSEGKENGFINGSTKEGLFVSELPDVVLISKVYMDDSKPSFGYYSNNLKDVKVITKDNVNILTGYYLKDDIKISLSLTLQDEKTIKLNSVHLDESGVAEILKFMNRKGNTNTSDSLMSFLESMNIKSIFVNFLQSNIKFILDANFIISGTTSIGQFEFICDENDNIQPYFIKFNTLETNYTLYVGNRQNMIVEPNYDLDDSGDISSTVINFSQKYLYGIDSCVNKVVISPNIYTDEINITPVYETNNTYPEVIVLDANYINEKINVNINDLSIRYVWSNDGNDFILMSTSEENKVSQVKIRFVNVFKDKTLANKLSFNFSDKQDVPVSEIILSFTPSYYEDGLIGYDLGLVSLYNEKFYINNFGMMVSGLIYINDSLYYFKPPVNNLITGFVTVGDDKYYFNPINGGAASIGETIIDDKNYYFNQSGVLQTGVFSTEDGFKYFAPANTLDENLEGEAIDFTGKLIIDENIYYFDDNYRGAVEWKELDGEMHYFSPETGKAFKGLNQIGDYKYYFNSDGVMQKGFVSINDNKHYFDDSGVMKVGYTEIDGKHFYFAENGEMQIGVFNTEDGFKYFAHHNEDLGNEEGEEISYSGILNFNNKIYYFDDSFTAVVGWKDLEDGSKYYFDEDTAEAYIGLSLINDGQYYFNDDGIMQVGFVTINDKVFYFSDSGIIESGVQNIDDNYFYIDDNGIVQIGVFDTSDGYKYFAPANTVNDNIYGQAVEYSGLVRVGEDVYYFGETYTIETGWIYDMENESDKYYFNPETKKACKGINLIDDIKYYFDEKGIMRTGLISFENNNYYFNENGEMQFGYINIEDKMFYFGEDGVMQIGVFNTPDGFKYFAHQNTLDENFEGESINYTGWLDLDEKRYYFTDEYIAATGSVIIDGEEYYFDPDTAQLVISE
# Mtb FBA inh: inhibits M. tuberculosis FBA enzyme; purified M. tuberculosis FBA, fluorescence read-out; inhibition, % at 1 µM; 360,000 compounds, 2.3% hits; in the data active = inhibition above about 27%;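 also: 0% = vehicle and 100% = reference inhibitor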
# Mtb BioA inh: inhibitors of Mycobacterium tuberculosis BioA enzyme; purified M. tuberculosis BioA enzyme, plate reader; inhibition, % at 9.99 µM; 360,000 compounds, 0.096% hits; in the data active = inhibition above about 40%
# Yp Topo-I inh: inhibitors of Yersinia pestis topoisomerase I; activity, % at 10 µM; Y. pestis Topo-I cleavage product accumulation, plate reader; 360,000 compounds, 0.064% hits; in the data active = activity above about 50%, passing the limit was not always enough; also: inactives centre near 2
# PfHsp40 rescue: rescue of PfHsp40-mediated yeast toxicity; 340,000 compounds, 0.68% hits; growth rescue, % at 12.5 µM; S. cerevisiae expressing PfHsp40, growth rescue, ATP luminescence; in the data active = growth rescue above about 28%, passing the limit was not always enough;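 also: yeast W303a lacking pdr1 and pdr3 grown in galactose medium; growth measured after three days at 30 °C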
# An asterisk follows results filed as active; i = inactive; nt = no result given; & = joins results of further samples.
# The first four records, to show the layout:
SMILES,Vc quorum ag,GDH-TPI inh,Mtb UGM inh,FadD28 FP inh,TcdB GH inh,Mtb FBA inh,Mtb BioA inh,Yp Topo-I inh,PfHsp40 rescue
CCCc1nc(SCC(=O)Nc2cc(C)on2)c2ccccc2n1,-0.1,7,1.5,-0.2,nt,1,0.8,12,0.5
Cn1nccc1NC(=O)Nc1ccccc1,i,6,1.1,-1.7,nt,1,-0.3,10,-1.7
CC(=O)Nc1ccc(S(=O)(=O)Nc2cc(C)c(-n3nc4ccccc4n3)cc2O)cc1,-5.0,23,-0.5,-1.3,nt,2,-0.3,-2,-0.7
COC(=O)CCSC(=S)N1CCOCC1,-0.7,-2,0.7,-1.3,-0.4,0,1.4,-1,-1.5

# Main list, repeating the preview:
SMILES,Vc quorum ag,GDH-TPI inh,Mtb UGM inh,FadD28 FP inh,TcdB GH inh,Mtb FBA inh,Mtb BioA inh,Yp Topo-I inh,PfHsp40 rescue
CCCc1nc(SCC(=O)Nc2cc(C)on2)c2ccccc2n1,-0.1,7,1.5,-0.2,nt,1,0.8,12,0.5
Cn1nccc1NC(=O)Nc1ccccc1,i,6,1.1,-1.7,nt,1,-0.3,10,-1.7
CC(=O)Nc1ccc(S(=O)(=O)Nc2cc(C)c(-n3nc4ccccc4n3)cc2O)cc1,-5.0,23,-0.5,-1.3,nt,2,-0.3,-2,-0.7
COC(=O)CCSC(=S)N1CCOCC1,-0.7,-2,0.7,-1.3,-0.4,0,1.4,-1,-1.5
CCCS(=O)(=O)NC(=O)C1(C)CCCN(C(=O)c2ccccc2OC)C1 (configuration not stated),-1.1,-5,nt,-0.6,1.2,-3,-1.2,5,nt
Cc1cc(OCC(=O)OCC(=O)Nc2ccc(Cl)cn2)ccc1Cl,0.0,-1,2.8,-1.8,1.4,0,0.0,11,0.2
CCN(CC)c1ccc2cc(C(=O)c3cccs3)c(=O)oc2c1,nt,nt,nt,1.4,1.3,-35,91*,nt,nt
CCCCCCNC(=O)Cc1ccc(Br)cc1,-0.1,0,-0.5,-1.0,1.1,-1,1.3,11,2.7
CC(=O)c1ccc(NC(=S)NNC(=O)c2ccccc2[N+](=O)[O-])cc1,-0.5,19,2.9,1.3,-0.9,0,2.9,0,-0.6
CCC(=O)NC(=S)Nc1ccc(NC(=O)c2ccco2)c(Cl)c1,-0.5,7,2.2,-1.9,-0.7,7,nt,-5,2.5
CC(=O)c1ccc(OCC(=O)N2CCCC(N(C)Cc3ccccc3)C2)cc1 (configuration not stated),nt,2,0.2,0.6,0.8,0,4.7,-3,0.6
C[N+]1([O-])[C@@H]2CC(OC(=O)[C@H](CO)c3ccccc3)C[C@H]1[C@@H]1O[C@@H]12 (some centres not stated),i,2,-0.9,-2.5,0.0,-1,0.1,5,-0.2
CC(=O)C1=C(c2ccccc2)NC(=O)NC1c1ccc(O)c(O)c1 (configuration not stated),-0.4,9,-0.7,-0.9,0.3,3,nt,7,-0.3
Cc1cc(C)c2c(CC(=O)O)coc2c1,nt,6,3.8,2.2,0.1,-2,-1.1,9,-0.8
COCCCNC(=S)N/N=C/c1ccc(O)cc1,-0.4,70*,-1.6,1.2,9.8,-1,0.0,-11,0.0
Cc1occc1C(=O)Nc1ccc2c(c1)OCO2,i,5,0.3,1.5,nt,4,0.9,-7,-0.9
CC1CC(C(O)c2ccccn2)C(=O)C(C(O)c2ccccn2)C1 (configuration not stated),i,-1,nt,-3.2,0.0,2,-2.0,-10,0.9
COc1ccc(CNCc2cc3c(C(C)(C)C)nn(-c4ccccc4)c3[nH]c2=O)cc1,-3.3,6,0.5,-2.3,nt,4,-2.5,5,1.9
Cc1ccccc1-c1nnc(SCC(=O)NC2CCCC2)o1,-0.9,-12,0.0,-3.3,0.6,0,-1.4,-2,1.0
C=CCn1c(NCCc2ccccc2)nc2c1c(=O)n(C)c(=O)n2C,-0.2,-16,-6.6,-2.3,nt,-1,0.3,1,0.7
COc1ccc(-n2nc3c(c2NC(=O)c2ccc(N4C(=O)CCC4=O)cc2)CSC3)cc1,-0.4,1,-1.7,-0.7,-0.7,0,nt,11,0.9
Cn1c(SCc2nc(-c3ccc(Cl)cc3)no2)nnc1-c1ccco1,-0.3,7,2.9,-3.2,0.8,1,1.7,27,2.6
O=C(COc1ccc(-c2nnco2)cc1)Nc1c(Cl)cccc1C(F)(F)F,i,1,0.1,-2.6,2.2,-1,0.1,1,1.3
COc1ccc(S(=O)(=O)Nc2c(C)cccc2C)cc1-n1cnnn1,-0.3,-2,0.3,-1.5,1.2,1,nt,4,-0.1
O=c1cc(N2CCCCCC2)[nH]c(=O)n1-c1ccc(Cl)cc1,-0.2,-7,1.4,-0.1,3.6,-2,1.0,7,-0.1

# More structures follow.
SMILES,Vc quorum ag,GDH-TPI inh,Mtb UGM inh,FadD28 FP inh,TcdB GH inh,Mtb FBA inh,Mtb BioA inh,Yp Topo-I inh,PfHsp40 rescue
CC(C)C(OC(=O)CN1C(=O)COc2ccccc21)C(=O)NC1CCCCC1 (configuration not stated),-0.3,-7,-0.9,-2.2,0.9,-1,1.2,7,1.1
O=C(NC1=NCCS1)c1sc2cc(F)ccc2c1Cl,-0.4,2,4.5,-2.0,nt,-2,nt,-2,-0.9
Cc1cc(C)cc(NC(=O)COC(=O)CCCNC(=O)c2ccc(Cl)cc2)c1,-0.4,-2,-0.7,-0.9,-0.6,0,nt,20,-0.2
CC(C)(CCc1ccccn1)C(=O)C(CCc1ccccn1)CCc1ccccn1,-2.7,-4,nt,nt,0.3,-1,0.2,-5,0.9
CC(CNC(=O)c1ccccc1[N+](=O)[O-])NC(=O)c1ccccc1[N+](=O)[O-] (configuration not stated),-0.8,14,-1.0,-1.6,0.4,2,nt,-5,0.5
CCc1cc(=O)oc2c(C)c(OCC(=O)NC3CC(C)(C)NC(C)(C)C3)ccc12,-0.4,18,-3.0,0.1,nt,37*,-8.3,-5,-0.7
Cn1c(-c2ccc[nH]c2=O)nc2cc(Cl)ccc21,1.6,2,-1.1,-4.1,nt,137*,-3.0,-5,1.4
Cc1ccc(S(=O)(=O)Nc2cnn(-c3ccccc3)c(=O)c2Cl)cc1,-1.0,-6,0.0,-4.9,0.9,0,nt,3,0.3
COc1ccccc1N1CCNC(C)C1=O (configuration not stated),-0.8,0,-2.1,2.7,2.1,1,-1.3,-3,-2.3
Cc1ccccc1Cn1c(=O)n(Cc2ccco2)c(=O)c2ccccc21,i,9,2.1,1.0,nt,4,3.9,18,0.7
COc1ccc(CN(Cc2cccnc2)C(=S)NCCc2ccccc2)cc1OC,-0.3,19,0.4,-1.5,nt,-2,nt,-4,-0.3
CCOC(=O)c1cc2sc(C)cc2n1CC(=O)N1CCOCC1,1.7,8,5.1,1.3,nt,1,-1.7,-2,0.6
COc1ccc(C(=O)C2CCCN(S(=O)(=O)c3cccc(C)c3)C2)c(C)c1 (configuration not stated),i,10,-0.6,0.1,-3.2,-1,-0.7,44,1.6
Cc1c(NS(=O)(=O)c2ccc3nc(COc4ccccc4Cl)[nH]c3c2)c(=O)n(-c2ccccc2)n1C,-0.9,-6,2.7,-5.7,1.6,-2,25,12,0.1
O=C(Nc1ccc(Cl)cc1)/C(=C1\CCCN1)[N+](=O)[O-],i,21,2.0,-1.7,0.7,1,-0.4,9,0.2
CC(=O)N1Cc2ccccc2C(C)CC12CCCC2 (configuration not stated),i,8,4.6,0.5,nt,-1,nt,9,-0.1
O=C(c1cc(C(=O)c2ccco2)cc(C(=O)c2ccco2)c1)c1ccco1,i,11,-1.0,-1.3,1.1,-2,nt,-8,-0.8
O=C(N/C(=C\c1ccc([N+](=O)[O-])cc1)C(=O)N1CCCCC1)c1ccccc1Br,-0.2,16,-2.0,-0.3,nt,1,nt,12,0.5
CC(=O)c1ccc(OCC(=O)NC2CCCCCC2)cc1,-1.7,2,-1.1,0.2,-1.1,4,0.7,-8,1.3
Cc1ccc(NC(=O)CSc2nnc(COc3ccccc3C)o2)cc1,-0.3,1,1.6,0.4,4.4,-3,nt,30,0.7
C[C@H](NC(=O)C1CC(=O)N(c2ccc3c(c2)OCCO3)C1)C(=O)N1CCCCC1 (some centres not stated),-0.2,1,-0.9,-0.1,0.3,2,2.0,6,-0.5
CCN1CCc2c(C#N)c(N3CCCCC3)nc(N3CCOCC3)c2C1,i,8,-1.2,-4.2,nt,16,1.1,-1,-1.4
CCC(CC)CN1CCC(CN2CCNC(=O)C2=O)CC1,i,1,nt,-2.2,1.2,0,-1.4,-1,-0.6
CC1(C)CC(NC(=O)C(Cl)(Cl)Cl)CC(C)(C)N1,-0.4,-9,-1.5,-2.7,-1.1,0,nt,-1,0.9
CC(C)c1ccc(NC(=O)C2CC2c2ccccc2)cc1 (configuration not stated),-0.3,0,-1.9,-0.8,1.1,3,-1.3,19,-0.5

# Additional compounds follow:
SMILES,Vc quorum ag,GDH-TPI inh,Mtb UGM inh,FadD28 FP inh,TcdB GH inh,Mtb FBA inh,Mtb BioA inh,Yp Topo-I inh,PfHsp40 rescue
CCO[C@H]1OC(C(=O)N2CCOCC2)=C[C@@H](c2ccc3c(c2)OCO3)[C@@H]1CCCO,i,0,3.4,0.1,0.7&-0.5,0,-7.5&-1.5,2,0.1
COc1cc([N+](=O)[O-])ccc1-c1ccc(/C=N/NC(=O)OC(C)(C)C)o1,-0.6,6,-0.1,0.5,1.6,-2,-1.0,4,1.4
Cc1cc(Br)ccc1NC(=S)Nc1cccc([N+](=O)[O-])c1,-3.4,13,-1.9,-0.3,1.1,5,nt,-10,1.9
Cc1ccc(C(=O)c2cc3c(cc2[N+](=O)[O-])OCCO3)cc1,1.3,4,-0.4,-14,-1.3,-4,-3.9,5,1.0
CN1CCCN(S(=O)(=O)c2ccc(Cl)c(Cl)c2)CC1,0.3,2,nt,-0.7,1.3,2,nt,6,1.9
CN1C(=O)C(C)(C)c2cc(S(=O)(=O)N(C)Cc3ccccc3)ccc21,-0.3,-3,-1.3,-2.1,1.0,-3,2.2,10,-0.4
CN(C(=O)COC(=O)CSc1ccc([N+](=O)[O-])cc1)c1ccccc1,i,14,-0.8,-1.9,-0.8,2,0.2,7,-1.6
COCc1nnc(NC(=O)CCCCCN2C(=O)c3ccccc3C2=O)s1,1.2,10,0.9,-0.9,nt,-2,nt,0,0.8
Cc1ccc(C(=O)COC(=O)c2ccc(Cl)c(N)c2)s1,i,4,-0.6,-3.1,0.0,-3,0.7,8,8.9
N#CC1=C(N2CCOCC2)/C(=C\c2ccccc2)CC1,-0.2,12,-1.4,-0.7,2.0,8,nt,1,0.0
CC1C/C(=C/c2ccncc2)C(=O)/C(=C/c2ccncc2)C1 (configuration not stated),-0.4,22,2.7,-2.5,0.1,1,3.2,13,51*
Cc1ccc(S(=O)(=O)N2C[C@H]3C(=O)C[C@@H](c4ccccc4)N(S(=O)(=O)c4ccc(Br)cc4)[C@H]3C[C@H]2c2ccccc2)cc1,nt,nt,nt,0.1,1.9,3,-2.0,nt,nt
Cc1cc(C)n2nc(C(=O)OCC(=O)NC(=O)c3ccccc3)nc2n1,-1.2,-1,0.9,-2.0,-0.2,0,-0.5,-2,-1.1
Cc1cc(=O)n2nc(N3CCCC(C(=O)NCc4ccccc4Br)C3)sc2n1 (configuration not stated),-1.8,-8,-3.6,-3.0,0.3,-5,0.0,-11,-0.5
COC(=O)C1CCN(S(=O)(=O)c2cc3c4c(c2)CCN4C(=O)CC3)CC1,-0.2,10,nt,0.8,-0.1,8,nt,-5,0.5
O=C(N/N=C/C1CC=CCC1)c1ccccc1O (configuration not stated),23,4,1.6,-17,nt,2,0.7,3,1.5
Cc1ccccc1-n1c(-c2ccco2)nc2ccccc2c1=O,-7.7,20,-1.0,-8.4,nt,3,7.8,8,-0.2
COC(=O)c1c2[n+](cc3cc(OC)c(OC)cc13)CCc1cc(OC)c(OC)cc1-2,-2.0,43*,5.6,-0.3,2.5,0,nt,-4,-0.8
Cc1ccc(S(=O)(=O)NC(=O)NCCCCNC(=O)NS(=O)(=O)c2ccc(C)cc2)cc1,5.6,-2,6.3,2.3,nt,3,-2.6,-3,0.6

# Grouped by structure, the entries above with fluorine.
SMILES,Vc quorum ag,GDH-TPI inh,Mtb UGM inh,FadD28 FP inh,TcdB GH inh,Mtb FBA inh,Mtb BioA inh,Yp Topo-I inh,PfHsp40 rescue
O=C(COc1ccc(-c2nnco2)cc1)Nc1c(Cl)cccc1C(F)(F)F,i,1,0.1,-2.6,2.2,-1,0.1,1,1.3
O=C(NC1=NCCS1)c1sc2cc(F)ccc2c1Cl,-0.4,2,4.5,-2.0,nt,-2,nt,-2,-0.9
